# Screening data: PubChem, National Center for Advancing Translational Sciences (NCATS)
# GLP1R cytotox: qHTS of GLP-1 Receptor Inverse Agonists: Cytotox Screen. HEK293 cAMP-luciferase reporter cells, luminescence, 24 h. Potency, µM (titrated, usually from 38.3 µM), without a hit: at the top dose activity change, negative = inhibition, actives largely listed as inhibitors. actives 0.13% (n = 410,000). AID 624418, 2012;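 note: loss of luciferase light is scored as toxicity; potency is the fitted concentration of half-maximal effect; % is set by controls: 0 for no effect and ±100 for the full control effect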
#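 1536-well qHTS counterscreen of the MLSMR; 200 cells/uL, 12 h pre-incubation, 23 nL cpd, 24 h at 37 deg C 5% CO2, luciferase detection reagent, 12 min RT, luminescence. Inhibition = undesired.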
# aSyn rescue: qHTS of alpha-syn Inhibitors; Yeast expressing alpha-synuclein, growth rescue, BacTiter-Glo, 24 h; Potency, µM (titrated, usually from 46.1 µM), for inactives: at the highest dose growth rescue (activation), hits mostly activators; actives 0.14% (n = 370,000); AID 652106, 2013; note: potency is the fitted concentration of half-maximal effect; % of control where 0% means no effect; nearly all actives have a fitted effect of over 65% in size
#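 Rescue of yeast growth: cells expressing toxic alpha-synuclein, induced in galactose at OD600 0.02, incubated with compound 24 h at 30 C. ATP luminescence quantified growth; inhibitors of toxicity appear as activators.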
# KB-V1 MDR tox: qHTS assay for MDR1-selective chemotherapeutics: Primary screen using the drug-selected MDR subline cells KB-V1 | KB-V1 MDR cells viability, CellTiter-Glo, 72 h | actives 3.4% (n = 400,000) | Potency, µM (top dose mostly 46.1 µM), for inactives: at the highest dose activity change, negative = cytotoxicity, hits mostly cytotoxic; note: potency is the fitted concentration of half-maximal effect; % is set by controls: 0 for no effect and ±100 for the full control effect; nearly all actives have a fitted effect of over 60% in size
#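 Readout: CellTiter-Glo luminescence, 10 min after addition. Cells: KB-V1 MDR subline, 72 h at 37 degrees C with compound. Analysis: corrected, normalized data fitted to concentration-effect curves.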
# PTHR1 ag: qHTS for PTHR1 Agonists: Primary Screen; Parathyroid hormone/parathyroid hormone-related peptide receptor (Homo sapiens), Q03431; HEK293 GP2 PTHR1 cells, GloSensor cAMP luminescence, 1 h; Potency, µM (titrated, usually from 115 µM), without a hit: top-dose activation, actives largely listed as activators; actives 0.075% (n = 410,000); AID 743266, 2014; note: potency is the fitted concentration of half-maximal effect; nearly all actives have a fitted effect of over 55% in size; some results filed as inactive show a strong effect at the top dose; inactives centre near -15; many of its hits are not listed in these tables
# Target sequence (Q03431 whole entry, looked up): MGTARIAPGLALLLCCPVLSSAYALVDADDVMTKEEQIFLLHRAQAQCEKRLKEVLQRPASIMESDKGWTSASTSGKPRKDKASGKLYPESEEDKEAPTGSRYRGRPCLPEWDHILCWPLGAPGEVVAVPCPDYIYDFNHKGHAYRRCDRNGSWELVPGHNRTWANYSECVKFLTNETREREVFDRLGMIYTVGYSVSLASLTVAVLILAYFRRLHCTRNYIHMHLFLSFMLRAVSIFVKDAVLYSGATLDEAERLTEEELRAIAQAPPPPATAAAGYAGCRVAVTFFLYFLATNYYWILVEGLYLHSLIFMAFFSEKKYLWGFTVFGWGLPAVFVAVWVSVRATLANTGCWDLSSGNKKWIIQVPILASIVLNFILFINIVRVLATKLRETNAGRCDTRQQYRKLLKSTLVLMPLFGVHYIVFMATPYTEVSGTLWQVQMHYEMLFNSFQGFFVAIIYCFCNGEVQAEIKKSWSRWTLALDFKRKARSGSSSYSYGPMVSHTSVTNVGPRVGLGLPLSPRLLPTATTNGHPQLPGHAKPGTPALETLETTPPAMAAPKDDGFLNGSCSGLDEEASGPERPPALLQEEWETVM
#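 HEK-293-derived GP2 cells expressing PTHR1 and a GloSensor cAMP reporter, 3,000/well, plated overnight, given luciferin plus IBMX (each 0.5 mM as added) for 1 h at 37 °C, then compound for 1 h at 37 °C. Luminescence was read after 15 min at room temperature.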
# TDP43 rescue: qHTS of TDP-43 Inhibitors; Potency, µM (series often up to 46.1 µM), inactives show at the top dose growth rescue (activation), actives largely listed as activators; TDP-43 expressing yeast growth rescue, BacTiter-Glo, 24 h; actives 1.8% (n = 410,000); note: potency is the fitted concentration of half-maximal effect; % of control where 0% means no effect; nearly all actives have a fitted effect of over 50% in size
#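 Galactose-induced TDP-43 yeast, OD600=0.02, compound pinned; 24 hr, 30 deg C; BacTiter-Glo luminescence for growth. Inhibitors of TDP-43 toxicity read as activators.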
# D3 ag: qHTS of D3 Dopamine Receptor Agonist: qHTS; D(3) dopamine receptor (Homo sapiens), P35462; D3R DiscoveRx beta-arrestin cells, luminescence, 90 min; max activation, %; actives 0.58% (n = 410,000); in the data active = max activation above about 30%; note: 0% is about no effect; mostly tested at two doses, the higher about 12 µM
# Target sequence (P35462 whole entry, looked up): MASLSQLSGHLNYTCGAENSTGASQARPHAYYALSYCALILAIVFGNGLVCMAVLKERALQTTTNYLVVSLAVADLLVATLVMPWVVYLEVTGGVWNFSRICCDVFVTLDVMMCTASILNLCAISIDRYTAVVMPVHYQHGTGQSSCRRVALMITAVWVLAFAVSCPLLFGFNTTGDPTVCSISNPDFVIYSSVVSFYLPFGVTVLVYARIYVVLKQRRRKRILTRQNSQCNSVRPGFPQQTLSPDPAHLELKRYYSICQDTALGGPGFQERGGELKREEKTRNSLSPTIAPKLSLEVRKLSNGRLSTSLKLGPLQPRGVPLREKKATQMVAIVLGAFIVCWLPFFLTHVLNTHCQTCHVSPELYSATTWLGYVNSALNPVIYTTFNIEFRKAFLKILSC
#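 Agonist-mode cell screen: cells plated at 1500/well and incubated overnight at 37 °C, then exposed to library compounds for 90 min at 37 °C. Detection reagent was added for 30–60 min at room temperature, and luminescence was read.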
# DRD3 antagonist: qHTS of D3 Dopamine Receptor Antagonist: qHTS. actives 2.5% (n = 360,000). D3R cells, DiscoveRx beta-arrestin luminescence, antagonist mode; stronger effect = lower value. max response, negative = inhibition, %. D(3) dopamine receptor (Homo sapiens), P35462. AID 652054, 2013; in the data active = max response below about -50%; inconclusive = no clear call, values can overlap the other calls; note: % is set by controls: 0 for no effect and ±100 for the full control effect; mostly tested at two doses, the higher about 12 µM
#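 Cells expressing the human receptor were seeded at 1500 cells/well, incubated overnight at 37 degrees C in 5% CO2, then exposed to library compounds with dopamine controls for 90 minutes at 37 degrees C before luminescent detection.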
# GLP1R inv ag: qHTS of GLP-1 Receptor Inverse Agonists (Inhibition Mode) | Glucagon-like peptide 1 receptor (Homo sapiens), P43220 | HEK293 GLP-1R CRE-luciferase, luminescence, 24 h; GLP-1R form is constitutively active | Potency, µM (highest dose often 38.3 µM), without a hit: top-dose activity change, negative = inhibition, usual class: inhibitors | actives 1.6% (n = 410,000) | AID 624417, 2012; note: potency is the fitted concentration of half-maximal effect; % is set by controls: 0 for no effect and ±100 for the full control effect; nearly all actives have a fitted effect of over 55% in size
#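 Inverse agonists were sought by their lowering of basal cAMP reporter luciferase output in HEK293 cells stably carrying constitutively active human GLP-1R, after 24 h compound treatment.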
# GLP1R ag: qHTS of GLP-1 Receptor Agonists. Glucagon-like peptide 1 receptor (Homo sapiens), P43220. HEK293 GLP-1R CRE-luciferase, luminescence, 4-6 h; cells express a hypersensitive GLP-1R form. Potency, µM (titrated, usually from 45.6 µM), without a hit: at the highest dose activation, actives largely listed as activators. actives 0.007% (n = 380,000); note: potency is the fitted concentration of half-maximal effect; % of control where 0% means no effect
# Numbers without * were called inactive; i = inactive; ? = inconclusive; . = no result given; & = joins results of further samples; [ ] = dose if it differs, or a comment. Unless noted, calls come from the whole dose curve; as a rule, active = well fitted curve in the direction sought with a large enough effect; inconclusive = small, poorly fitted or top-dose-only effect, or another doubt; inactive = no such curve, though single readings can be large; an effect the other way counts as inactive or inconclusive.
# Values run as follows: GLP1R cytotox, aSyn rescue, KB-V1 MDR tox, PTHR1 ag, TDP43 rescue, D3 ag, DRD3 antagonist, GLP1R inv ag, GLP1R ag
CC(=O)NC12CC3CC(C1)CC(C(=O)N1CCN(S(=O)(=O)c4cccc([N+](=O)[O-])c4)CC1)(C3)C2
→ 3%, 1%, 0%, -11%, 7%, -5, -13, 15%, 8%
CSc1ccccc1NC(=O)CN1CCCCC1C (stereo unspecified)
→ 6%, 2%, -19%, i, 26%, -5, 13, ?, 4%
O=C(O)C1C(c2ccccc2)C(C(=O)Oc2ccccc2)C1c1ccccc1 (stereo unspecified)
→ 4%, 2%, -26%, 20%[57.5 µM], 4%, -5, -22, 10%, -11%
CC1Nc2ccccc2C(=O)N1NS(C)(=O)=O (stereo unspecified)
→ 13%, -1%, 12%, -2%, -9%, 6, 8, 15%, 5%
COc1ccc(C(=O)NCCOc2cccc(Oc3ccccc3)c2)cc1OC
→ 1%, 13%, ?, -11%, ?, -3, -5, ?, 20%
O=C(Nc1ccc(C(=O)c2ccc(C(=O)O)c(C(=O)O)c2)cc1)c1ccccc1
→ 1%, 4%, 7%, -1%, -10%, 0, -4, -5%, 1%
CC(=O)Nc1nc2n(n1)C(c1ccc(Cl)cc1)C=C(C)N2 (stereo unspecified)
→ 288%[activator], -2%, -11%, -11%[57.5 µM], -10%, -3, ?, 17%, -3%
Cc1nn(Cc2ccc(C(=O)Nc3ccccc3F)cc2)c(C)c1Cl
→ 0%, 10%, -25%, -9%, ?, 8, -7, ?, -1%
CN(C)S(=O)(=O)c1ccc(C(=O)OCC(=O)Nc2cccnc2Cl)cc1
→ 7%, 0%, 2%, -39%[inhibitor], 0%[9.22 µM], 2, 7, 31%[activator], 3%
COC(=O)CC(NC(=O)c1ccco1)c1ccc(C(C)C)cc1 (stereo unspecified)
→ -11%, 0%, ?, -8%, -3%, 0, 15, -28%, 4%
COc1ccccc1NC(=O)NNC(=O)c1ccc2c(c1)NC(=O)C(C)(C)O2
→ -1%, -2%, 11%, -14%, -22%, -18, -19, -22%, 8%
CC(C)CCN1CCN(CCCn2cccn2)CC1CCO (stereo unspecified)
→ 2%, 3%, ?, -14%, 9%, -6, -6, -1%, -2%
Cn1ccnc1SCC(=O)c1ccc(C#N)cc1
→ 5%, 2%, 4%, -7%, -17%, -5, -22, 1%, 7%
Cc1ccc(C)c(NC(=O)CCC(=O)NNC(=O)COc2cc(C)ccc2C)c1
→ -6%, 3%, 0%, -15%, 16%, 1, 6, ?, -14%
Cn1c(N)c(C(=O)COC(=O)c2ccccc2NCc2ccco2)c(=O)n(C)c1=O
→ -7%, 13%, 2%, i, -5%[0.397 µM], 13, 5, 41%[activator], 20%
COc1ccc(C)cc1S(=O)(=O)NCC(c1cccs1)S(=O)(=O)c1ccc(C)cc1 (stereo unspecified)
→ 0%, ., ., -24%, -1%, -6, ., ?, .
Cc1ccc2nc(-c3ccc(C)s3)c(Nc3ccc4c(c3)OCCO4)n2c1
→ 2%, -21%, 0%, -12%, 5%, 6, ., -8%, 11%
C=CCSc1nnc(NC(=O)c2cn(CC)c3nc(C)ccc3c2=O)s1
→ -1%[7.66 µM], -6%, -33%, -5%, 25%, 0, -5, -3%[7.66 µM], -2%
Cc1ccc(NC(=O)CCCn2c(=O)c3cccn3c3cccnc32)cc1C
→ 2%, ., ., -22%, 4%, -1, ., 45%[activator], .
CC(=O)N(OCc1ccc(OC(C)C)c(Cl)c1)C(C)=O
→ -9%, 1%, -1%, i, ?, 3, -4, -7%, 5%
Cc1ccc2nc(-c3cccc(NC(=O)c4cccc5ccccc45)c3)oc2c1
→ 1%, ., -6%, i, 13%, 3, ., -11%, .
CC(C)(C)c1nc(SCC(=O)NCc2ccco2)c2ccccc2n1
→ -24%, -1%, ?, -10%, -21%, -7, -16, ?, -1%
CCCCOC(=O)c1ccc(NC(=S)NC(=O)c2c(Br)c(C)nn2C)cc1
→ -8%, -5%, -21%, -3%, -1%, 2, ?, 15%, -1%
O=C(NCc1ccc(F)cc1)Nc1nnc([C@@H]2C[C@H](O)[C@@H](CO)O2)s1
→ 12%, -4%, -8%, 7%, -14%, -9, 0, 3%, -8%
COc1cccc(C2(c3cccc(OC)c3)CC2C(=O)Nc2cccc3ccccc23)c1 (stereo unspecified)
→ 0%, -6%, -2%, -1%, 14%, -1, -14, 5%, 0%
O=S1(=O)CCN2C(c3cccc4ccccc34)=CSC2=N1
→ 0%, 7%, -4%, -8%, 22%, 0, -1, 7%, 7%
COc1ccc(-c2noc(CC(=O)N(C)c3cc(Cl)c(OC)cc3OC)n2)cc1
→ 4%, ., 1%, i, 29%, -7, ., -1%, .
CC(C)n1nnnc1SCC(=O)NCc1cccs1
→ -3%, -6%, 22%, i, 7%, 4, 14, 6%, 0%
COc1cc2c(cc1OC)C(COc1ccc3c(C)cc(=O)oc3c1)N(C(=O)C(C)C)CC2 (stereo unspecified)
→ -3%, ., -2%, -25%, 2%, 3, ., 12%, .
Cc1ccc2nc(-c3cccc(Cl)c3)c(Cc3cccc(F)c3)n2c1
→ -5%, 1%, ?, -95%[inhibitor], 29%, 7, 13, -12%, 8%
Cc1ccc(OCC(O)CNC(C)c2ccccc2)cc1C (stereo unspecified)
→ 20%, -1%, -10%, i, 6%, -2, -8, 5µM*, 1%
O=C(COc1coc(CN2CCc3ccccc3C2)cc1=O)Nc1cccc(F)c1
→ -8%, 0%, -18%, -31%[inhibitor], -15%, -7, 20, ?, 5%
COc1cc(/C=N/Nc2nc(C)cc(=O)[nH]2)ccc1OC(=O)c1cccnc1
→ -8%, -1%, -3%, -26%, -23%, -7, 2, 2%, 4%
Nc1nc(SCC(=O)N2CCCCCC2)[nH]c(=O)c1NC(=O)c1ccco1
→ 4%, ?, 0%, -23%, 26%, -2, 14, 7%, -2%
COc1ccc(C)cc1NC(=O)NCc1ccco1
→ -7%, 2%, -2%, -25%, 17%, -4, 1, 4%, 0%
O=C(c1ccco1)N1CCN(S(=O)(=O)c2ccc(Cl)s2)CC1
→ -14%, 10%, -19%, i, -25%, -14, -20, 0%, -3%
Cc1ccc(C(=O)Nn2cnnc2)cc1S(=O)(=O)N1CCOCC1
→ -2%, 13%, 17%, 0%, -20%, -9, -11, 1%, 0%
COc1cc([C@@H]2[C@H]3CN(C)CC=C3C(C#N)=C(N)C2(C#N)C#N)cc2c1OCO2
→ 33%&4%[activator], 0%&3%, -6%&-20%, ?, -10%&-4%, -6&0, -13&-19, 11%&0%, 0%&-8%
CCOc1ccc(OCCC(=O)N2CCN(S(=O)(=O)c3ccc(F)cc3)CC2)cc1
→ 6%, 12%, -10%, -55%[inhibitor], -4%, -2, -1, -28%, 1%
Cc1ccccc1C(c1c(C)n(C)n(-c2ccccc2)c1=O)c1c(C)n(C)n(-c2ccccc2)c1=O
→ -12%, 0%, -19%, -4%, 6%, -15, ., 15%, -2%
CSc1cccc(NC(=S)N2CCC(N(C)C3CCCCC3)CC2)c1
→ ?, 0%, ?, i, 13%, -13, 2, ?, 5%
CCC(NC(=O)NNC(N)=S)(C(F)(F)F)C(F)(F)F
→ -65%, -9%, 10%, 48%, -17%, -5, -18, -34%, 3%
CCCn1c(CN2CCN(C(=O)OCC)CC2)nc2c1c(=O)n(C)c(=O)n2C
→ 1%, ?, 17%, i, 0%, 127*, 14, -15%, -5%
NC(=O)C1CCN(C(=O)CSc2nc(O)cc(=O)[nH]2)CC1
→ -2%, -8%, 14%, i, -9%, 11, 6, 0%, 0%
CC1CCC(C(=O)NC(C(=O)OCC(=O)c2ccccc2)C(C)C)CC1 (stereo unspecified)
→ -6%, ., 0%, -25%, -15%, -12, ., -11%, 0%
CCc1ccc(-c2csc3ncn(CC(=O)NCc4ccco4)c(=O)c23)cc1
→ 2%, 1%, -22%, -10%, 5%, 13, 17, ?, 8%
OC(COC(c1ccc(F)cc1)c1ccc(F)cc1)CN1CCCC1 (stereo unspecified)
→ -5%, -8%, 3%, -14%, 1%, -17, -9, ?, -7%
CCc1ccccc1NC(=O)C1CCCC1
→ 2%, 8%, 15%, i, 9%, -3, 19, 11%, 0%
COC(=O)/C(C#N)=C/c1occc1C
→ 1%, -2%, 3%, i, 4%, 1, 1, 0%, -7%
Clc1ccc(-n2nnnc2-c2ccno2)cc1
→ -3%, 1%, 0%, i, 3%, 14, 4, -1%, 12%
CCOc1ccc(NC(=O)CCC(=O)NNC(=O)COc2ccc(C)cc2)cc1
→ -1%, 4%, 5%, ?, -19%, -11, -1, -4%, 0%
O=C1C(=O)N(CCCn2ccnc2)C(c2cccc(Br)c2)/C1=C(\O)c1ccc2c(c1)OCCO2 (stereo unspecified)
→ 1%, -4%, 13%, 4%, 0%, -1, -12, 1%, 0%
Cc1ccc2nc(NC(=O)c3ccc(N4C(=O)CCC4=O)cc3)sc2c1
→ 4%, 2%, 5%, -1%, -23%[9.22 µM], 15, 7, -5%, 4%
Cc1ccc(CNC(=O)c2cccc(OCc3c(C)noc3C)c2)cc1
→ -6%, 6%, -11%, -1%[57.5 µM], ?, 7, -15, ?, 2%
O=[N+]([O-])c1c(NCc2ccco2)ncnc1NCc1ccco1
→ 0%, 5%, 0%, i, ?, 1, 12, ?, 23%
COC(=O)CSc1nc2cc(OC)ccc2cc1C#N
→ 12%, 6%, -5%, -9%, 11%, -6, 19, 48%, 1%

# Some of the compounds tested. The share of hits here may be higher or lower than overall.
